High-throughput results (PubChem BioAssay)
RXFP1 agonist – agonists of human relaxin receptor RXFP1 | Potency, µM (highest dose often 57.5 µM), inactives show at the top dose activation, usual class: activators | hit rate 0.3% among 370,000 | AID 2676 | HEK293T-RXFP1 cAMP TR-FRET, 30 min; response scale: percent of porcine relaxin response, buffer zero | Q9HBX9; further: on the % scale 0 is the no-effect control and ±100 the full control effect; nearly all actives have a fitted effect of over 60% in size; many of its hits are not listed in these tables
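HEK293T cells stably expressing RXFP1 were pretreated with the PDE4 inhibitor Ro 20174, exposed to compounds for 30 min at 37C, lysed, and cAMP was read by TR-FRET. Data normalized to buffer (basal) and 29 nM porcine relaxin (100%).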
rTrxR1 inhibitor – rat TrxR1 inhibition; O89049; recombinant rTrxR1, NADPH fluorescence consumption, selenite substrate; Potency, µM (doses to about 114 µM), for the others: at the highest dose activity change, negative = inhibition, hits mostly inhibitors; hit rate 1% among 390,000; AID 588453; further: on the % scale 0 is the no-effect control and ±100 the full control effect; nearly all actives have a fitted effect of over 65% in size
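Rat TrxR1 (90 nM in the dispensed reagent) was pre-reduced with 400 uM NADPH for 5 min at room temperature, then incubated with compound for 15 min. After 400 uM selenite was added, NADPH fluorescence (Ex 340/Em 450 nm) was followed for 8 min.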
Vif-APOBEC3F blk – blocks the Vif interaction with APOBEC3F | HeLa A3F-eYFP + Vif (tagged APOBEC3F with the HIV-1 protein that degrades it), YFP fluorescence increase | Potency, µM (highest dose often 46.1 µM), for the others: at the top dose activity, negative = active | hit rate 0.2% among 390,000; further: % of control where 0% means no effect; nearly all actives have a fitted effect of over 65% in size
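Fluorescence increase (Ex 488/Em 500-530) after overnight compound treatment at 37 deg C flags inhibition of Vif-driven A3F-eYFP loss in stable HeLa A3F-eYFP/Vif cells seeded overnight beforehand.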
USP1-UAF1 inh – blocks the human USP1/UAF1 deubiquitinase complex; O94782; recombinant USP1/UAF1, Ub-Rhodamine cleavage fluorescence; Potency, µM (highest dose often 57.1 µM), inactives show top-dose activity change, negative = inhibition, most hits filed as inhibitors; hit rate 0.23% among 390,000; further: on the % scale 0 is the no-effect control and ±100 the full control effect; nearly all actives have a fitted effect of over 60% in size; inactives centre near -12
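USP1/UAF1 complex (1 nM) preincubated 15 min at room temperature with compound, then Ub-Rho substrate (150 nM final) added. Kinetic fluorescence at 480/540 nm over 6 reads at 60 s intervals; 50 mM HEPES pH 7.8, 0.5 mM EDTA, 0.1 mg/ml BSA, 1 mM TCEP, 0.01% Tween-20.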
12-LOX inh – ALOX12 (human) lipoxygenase inhibition; purified 12hLO, xylenol orange hydroperoxide absorbance; Potency, µM (highest dose often 108 µM), for inactives: at the top dose activity change, negative = inhibition, usual class: inhibitors; hit rate 1.1% among 580,000; further: on the % scale 0 is the no-effect control and ±100 the full control effect
Target sequence (P18054 whole entry, looked up): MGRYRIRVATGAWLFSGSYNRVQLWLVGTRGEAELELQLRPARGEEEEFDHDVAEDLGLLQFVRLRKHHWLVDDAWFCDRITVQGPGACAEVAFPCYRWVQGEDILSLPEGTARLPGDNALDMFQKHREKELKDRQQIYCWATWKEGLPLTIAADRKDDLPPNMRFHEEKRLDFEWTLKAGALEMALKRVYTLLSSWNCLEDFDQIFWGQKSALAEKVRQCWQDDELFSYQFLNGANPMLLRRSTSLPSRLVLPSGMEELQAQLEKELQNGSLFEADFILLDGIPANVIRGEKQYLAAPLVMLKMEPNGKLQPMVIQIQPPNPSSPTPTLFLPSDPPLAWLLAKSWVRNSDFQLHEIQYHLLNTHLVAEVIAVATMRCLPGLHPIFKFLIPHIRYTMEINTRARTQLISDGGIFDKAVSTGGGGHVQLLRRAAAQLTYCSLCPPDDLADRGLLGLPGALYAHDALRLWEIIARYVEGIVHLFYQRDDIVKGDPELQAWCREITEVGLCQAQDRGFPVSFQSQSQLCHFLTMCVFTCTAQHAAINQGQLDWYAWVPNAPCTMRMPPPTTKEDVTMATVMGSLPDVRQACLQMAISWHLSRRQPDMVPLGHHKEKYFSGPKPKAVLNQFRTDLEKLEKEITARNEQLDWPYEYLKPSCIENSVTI
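Hydroperoxide product was detected by ferrous iron/xylenol orange as the 573 to 405 nm absorbance ratio. Arachidonic acid at 40 uM (final) was turned over for 30 min at room temperature by 150 nM human 12hLO, pH 7.0 Hepes buffer, after 15 min compound preincubation.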
RGS4 inhibitor – blocks human RGS4-accelerated GTP hydrolysis. hit rate 0.039% among 390,000. P49798. Transcreener GDP fluorescence polarization, RGS4-accelerated GTP hydrolysis. Potency, µM (doses to about 114 µM), for inactives: at the highest dose activity change, negative = inhibition, hits mostly inhibitors; further: on the % scale 0 is the no-effect control and ±100 the full control effect; nearly all actives have a fitted effect of over 75% in size; some results filed as inactive show a strong effect at the top dose
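MLSMR compounds (23 nl, pin-transferred) preincubated 10 min at room temperature with a 500nM (2x) first reagent, then RGS4 at 900nM (2x) plus Transcreener GDP mix added; fluorescence polarization (620/688 nm) read before and after 90 min at 30 °C.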
Vif-A3G inh – inhibitors of Vif-APOBEC3G interaction. Q9HC16. hit rate 0.076% among 410,000. HeLa A3G-eYFP + Vif (tagged APOBEC3G with the HIV-1 protein that degrades it), YFP fluorescence, overnight. AID 602310. Potency, µM (titrated, usually from 46.1 µM), for inactives: at the highest dose activity, negative = active, actives largely listed as inhibitors;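 further: on the % scale 0 is the no-effect control and ±100 the full control effect; nearly all actives have a fitted effect of over 60% in size; hits raise eYFP signal because A3G escapes Vif-driven loss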
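HeLa cells stably expressing Vif and C-terminally eYFP-tagged A3G, seeded overnight at 37 deg C, then exposed to compound by pintool overnight at 37 deg C. Rise in yellow fluorescence (Ex 488/Em 500-530, Acumen) marks blocked Vif-driven A3G degradation.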
TrxR1 substrate – substrates of rat thioredoxin reductase 1. AID 588456. purified TrxR1 substrate turnover, NADPH consumption readout. hit rate 0.01% among 390,000. Potency, µM (highest dose often 114 µM), for inactives: at the highest dose activity change, negative = substrate turnover; further: on the % scale 0 is the no-effect control and ±100 the full control effect; nearly all actives have a fitted effect of over 50% in size
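Rat TrxR1, dispensed at 90 nM, was prereduced with 400 uM NADPH (final) for 5 min at ~22 deg C, then incubated with compound 15 min before 400 uM selenite. A first-read NADPH fluorescence drop versus no-compound background flagged substrates.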
IDH1 R132H inh – human IDH1 R132H inhibition; IDH1-R132H enzyme, NADPH consumption, diaphorase/resazurin fluorescence; Potency, µM (doses to about 76.6 µM), for inactives: at the top dose activity change, negative = inhibition, usual class: inhibitors; hit rate 0.093% among 390,000; AID 602179; further: on the % scale 0 is the no-effect control and ±100 the full control effect; nearly all actives have a fitted effect of over 65% in size
Target sequence (O75874 whole entry R132H, stated change not applied): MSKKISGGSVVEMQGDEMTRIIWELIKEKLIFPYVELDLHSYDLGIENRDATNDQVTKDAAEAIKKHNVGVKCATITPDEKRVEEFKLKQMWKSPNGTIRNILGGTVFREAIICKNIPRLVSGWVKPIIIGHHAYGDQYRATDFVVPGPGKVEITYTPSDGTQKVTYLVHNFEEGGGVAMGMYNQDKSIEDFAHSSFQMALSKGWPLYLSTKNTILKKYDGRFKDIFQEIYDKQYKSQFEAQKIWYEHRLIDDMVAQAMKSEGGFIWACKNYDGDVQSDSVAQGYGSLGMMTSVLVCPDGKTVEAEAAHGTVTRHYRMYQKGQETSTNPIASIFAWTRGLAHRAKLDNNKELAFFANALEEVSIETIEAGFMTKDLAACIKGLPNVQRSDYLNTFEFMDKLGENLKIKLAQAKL
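IDH1-R132H (0.5 ug/mL) preincubated 30 min with compound, then NADPH (0.016 mM) and alpha-KG (2 mM) added; 80 min at RT, pH 7.5. Remaining NADPH coupled via diaphorase/resazurin to fluorescence (540/590 nm); concentration-response curves normalized to no-enzyme control.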
An asterisk follows results filed as active; & = joins results of further samples; [ ] = remark or other dose. The call rests on the fitted dose curve; in most records, active means well fitted curve in the direction sought with a large enough effect; inconclusive means small, poorly fitted or top-dose-only effect, or another doubt; inactive means no such curve, though single readings can be large; an effect the other way counts as inactive or inconclusive. Potency means the concentration at half of the fitted maximal effect. This is a subset; count on the stated rates, not on these rows.

Screening COCC1CCCN(C(=O)c2cc(COc3ccc4ncccc4c3)on2)C1 (stereo not given) returned RXFP1 agonist 16.4%, rTrxR1 inhibitor -8.1%, Vif-APOBEC3F blk 1.0%, USP1-UAF1 inh -2.9%, 12-LOX inh inconclusive, RGS4 inhibitor 20.4%, Vif-A3G inh 0.6%, TrxR1 substrate -6.5% and IDH1 R132H inh 5.8%.
Screening COc1ccc(CNC(=O)Cn2c(=O)oc3cc(S(=O)(=O)N4CCCC4)ccc32)cc1 returned RXFP1 agonist 1.1%&15.7%, rTrxR1 inhibitor 10.6%&4.8%, Vif-APOBEC3F blk -18.3%, USP1-UAF1 inh -16.2%&2.2%, 12-LOX inh -6.4%&0.0%, RGS4 inhibitor -3.0%&-3.6%, Vif-A3G inh -12.1%, TrxR1 substrate 3.5%&-3.6% and IDH1 R132H inh 4.9%.
For Cc1ccc(C)c(N(CC(=O)NCc2ccco2)C(=O)CNS(=O)(=O)c2ccccc2)c1 the results were RXFP1 agonist -2.8%, rTrxR1 inhibitor 12.3%, Vif-APOBEC3F blk -34.7%, USP1-UAF1 inh -1.6%, 12-LOX inh 4.9%, RGS4 inhibitor -6.0%, Vif-A3G inh 3.1%, TrxR1 substrate -0.2% and IDH1 R132H inh 5.9%.
For CC(C)CCn1nc(C(=O)Nc2nc3c(s2)CCCC3)c2ccccc2c1=O the results were RXFP1 agonist 1.4%, rTrxR1 inhibitor 24.3%, Vif-APOBEC3F blk -3.8%, USP1-UAF1 inh -14.5%, 12-LOX inh inconclusive, RGS4 inhibitor 13.1%, Vif-A3G inh -14.7%, TrxR1 substrate 1.3% and IDH1 R132H inh 0.9%.
`COc1ccccc1NC(=O)c1ccc(NC(=O)COC(=O)C2(C)CC2(Cl)Cl)cc1` (stereo not given) gave RXFP1 agonist 2.6%, rTrxR1 inhibitor 14.5%[57.1 µM], Vif-APOBEC3F blk 12.2%, USP1-UAF1 inh -7.2%, 12-LOX inh 1.7%, RGS4 inhibitor -30.6%, Vif-A3G inh 0.0%, TrxR1 substrate 4.7%[57.1 µM] and IDH1 R132H inh 2.0%.
For Clc1ccc(OCc2cc(-c3ccccc3)no2)cc1Cl the results were RXFP1 agonist 1.7%, rTrxR1 inhibitor 28.3%, Vif-APOBEC3F blk 0.1%, USP1-UAF1 inh -18.6%, 12-LOX inh 15.5%, RGS4 inhibitor 14.6%, Vif-A3G inh -1.8%, TrxR1 substrate 11.1% and IDH1 R132H inh -0.5%.
Screening COc1ccc(S(=O)(=O)N2CCOCC2)cc1NC(=O)CSc1n[nH]c(=O)n1C1CC1 returned RXFP1 agonist 1.3%, rTrxR1 inhibitor -2.0%, Vif-APOBEC3F blk -2.8%, USP1-UAF1 inh -12.8%, 12-LOX inh 13.3%, RGS4 inhibitor -11.3%, Vif-A3G inh -0.1%, TrxR1 substrate 1.4% and IDH1 R132H inh 3.4%.
Screening CCN(Cc1cnn(C)c1)C(=O)c1ccc(OC2CCN(S(=O)(=O)N(C)C)CC2)cc1 returned RXFP1 agonist 1.8%, rTrxR1 inhibitor 0.8%[11.4 µM], Vif-APOBEC3F blk 19.2%, USP1-UAF1 inh -11.2%, 12-LOX inh 10.8%, RGS4 inhibitor -9.3%, Vif-A3G inh 1.7%, TrxR1 substrate -1.2%[11.4 µM] and IDH1 R132H inh -6.7%.
For COc1ccc(C(=O)Nc2cccc(C)n2)cc1S(=O)(=O)N1CCCc2ccccc21 the results were rTrxR1 inhibitor 3.6%[57.1 µM], Vif-APOBEC3F blk 3.5%, USP1-UAF1 inh -3.7%, 12-LOX inh -21.8%, RGS4 inhibitor 5.3%, Vif-A3G inh 1.9%, TrxR1 substrate -4.2%[57.1 µM] and IDH1 R132H inh -10.9%.
For COc1ccc(N2C(=O)CS(=O)(=O)C23C(=O)N(Cc2cccc(F)c2)c2ccccc23)cc1OC (stereo not given) the results were RXFP1 agonist -3.2%, rTrxR1 inhibitor 20.1%, Vif-APOBEC3F blk 12.8%, USP1-UAF1 inh -22.5%, 12-LOX inh -19.1%, RGS4 inhibitor -2.8%, Vif-A3G inh 0.8%, TrxR1 substrate -8.0% and IDH1 R132H inh 2.6%.
For CC(OC(=O)Nc1cccc(Cl)c1)C(=O)O (stereo not given) the results were RXFP1 agonist 3.3%, rTrxR1 inhibitor 14.6%, Vif-APOBEC3F blk -6.2%, USP1-UAF1 inh -14.1%, 12-LOX inh 2.5%, RGS4 inhibitor -9.1%, Vif-A3G inh 0.8%, TrxR1 substrate 3.5% and IDH1 R132H inh 2.5%.
Screening COc1ccc(-c2sc3ccccc3c2-c2ccc(OCCN3CCCCC3)cc2)cc1 returned rTrxR1 inhibitor 13.6%, Vif-APOBEC3F blk -18.2%, USP1-UAF1 inh -20.2%, 12-LOX inh -13.6%, RGS4 inhibitor -2.0%, Vif-A3G inh -0.4%, TrxR1 substrate 15.8% and IDH1 R132H inh 5.2%.
C=CCNC(=O)COc1ccc(N(C)S(=O)(=O)c2ccc(NC(C)=O)cc2)cc1 was read as RXFP1 agonist -0.4%, rTrxR1 inhibitor 10.0%[57.1 µM], Vif-APOBEC3F blk 10.4%, USP1-UAF1 inh -14.2%, 12-LOX inh 3.9%, RGS4 inhibitor -15.2%, Vif-A3G inh 0.9%, TrxR1 substrate -7.8% and IDH1 R132H inh 2.4%.
For COc1cc(NC(=S)N2CCN(C(c3ccccc3)c3ccccc3)CC2)cc(OC)c1 the results were RXFP1 agonist -0.1%, rTrxR1 inhibitor 3.9%, USP1-UAF1 inh -23.9%, 12-LOX inh 0.0%, RGS4 inhibitor -24.5%, Vif-A3G inh -5.8%, TrxR1 substrate -1.1% and IDH1 R132H inh 0.5%.
Screening COC(=O)c1ccc(CN2CCCC(C(=O)c3cc(F)ccc3OC)C2)cc1 (stereo not given) returned RXFP1 agonist 0.4%, rTrxR1 inhibitor 52.7%[activator], Vif-APOBEC3F blk 6.2%, USP1-UAF1 inh -2.6%, 12-LOX inh inconclusive, RGS4 inhibitor 16.0%, Vif-A3G inh -1.7%, TrxR1 substrate 12.5% and IDH1 R132H inh 2.7%.
Screening COc1ccc(CCNC(=O)Cn2c(=O)n(-c3ccc(C)c(F)c3)c(=O)c3sccc32)cc1OC returned RXFP1 agonist 0.6%, rTrxR1 inhibitor 15.1%, Vif-APOBEC3F blk 5.2%, USP1-UAF1 inh -18.0%, 12-LOX inh -23.9%, RGS4 inhibitor -1.4%, Vif-A3G inh -1.3%, TrxR1 substrate 5.4% and IDH1 R132H inh 3.5%.
O=C(CCNC(=O)c1ccc([N+](=O)[O-])cc1)NCc1ccco1 was read as RXFP1 agonist -1.8%, rTrxR1 inhibitor -34.9%, Vif-APOBEC3F blk -0.4%, USP1-UAF1 inh -5.2%, 12-LOX inh -37.6%, RGS4 inhibitor 1.3%, Vif-A3G inh -0.7%, TrxR1 substrate -2.8% and IDH1 R132H inh -1.7%.
COC(=O)C1=C(CS(=O)(=O)c2ccc(OC)cc2)NC(=O)NC1c1ccccc1 (stereo not given) was read as RXFP1 agonist -1.4%, rTrxR1 inhibitor 23.1%, Vif-APOBEC3F blk 0.1%, USP1-UAF1 inh -16.7%, 12-LOX inh 0.4%, RGS4 inhibitor -11.4%, Vif-A3G inh 3.1%, TrxR1 substrate 8.1% and IDH1 R132H inh -10.0%.
Screening CC1CCCC(C)N1/N=C/c1ccc([N+](=O)[O-])cc1 (stereo not given) returned RXFP1 agonist 3.6%, rTrxR1 inhibitor inconclusive, Vif-APOBEC3F blk -3.3%, USP1-UAF1 inh -15.8%, 12-LOX inh -7.5%, RGS4 inhibitor -4.5%[56.9 µM], Vif-A3G inh -0.9%, TrxR1 substrate -21.2% and IDH1 R132H inh -4.8%.
Screening NS(=O)(=O)OCC1CCCCC1 returned RXFP1 agonist 0.1%, rTrxR1 inhibitor 16.5%[57.1 µM], Vif-APOBEC3F blk 1.6%, USP1-UAF1 inh -29.1%, 12-LOX inh inconclusive, RGS4 inhibitor -1.7%, Vif-A3G inh 2.8%, TrxR1 substrate 8.2%[57.1 µM] and IDH1 R132H inh -4.3%.
O=C(CN1CCN(C(=O)c2ccco2)CC1)Nc1ccc(Br)cc1 was read as RXFP1 agonist 2.5%, rTrxR1 inhibitor 16.9%[57.1 µM], Vif-APOBEC3F blk inconclusive, USP1-UAF1 inh -23.8%, 12-LOX inh 7.6%, RGS4 inhibitor -13.2%, Vif-A3G inh 1.3%, TrxR1 substrate -18.3%[57.1 µM] and IDH1 R132H inh -0.5%.
`CCSc1nnc(NC(=O)c2ccccc2C)s1` gave RXFP1 agonist 0.6%, rTrxR1 inhibitor 26.2%[57.1 µM], Vif-APOBEC3F blk 4.1%, USP1-UAF1 inh 2.4%, 12-LOX inh -6.6%, RGS4 inhibitor 9.4%, Vif-A3G inh -4.1%, TrxR1 substrate -8.8% and IDH1 R132H inh 5.9%.
